Screening data (PubChem)
CHRM1 PAM: positive allosteric modulators of human M1 muscarinic receptor; CHO-K1 hM1, Fluo-8 calcium fluorescence, ACh EC20; 0% = ACh EC20, 100% = maximal ACh; 360,000 compounds, 0.088% hits; activation, % at 3 µM; in the data active = activation above about 19%, passing the limit was not always enough
Target sequence (P11229 whole entry, looked up): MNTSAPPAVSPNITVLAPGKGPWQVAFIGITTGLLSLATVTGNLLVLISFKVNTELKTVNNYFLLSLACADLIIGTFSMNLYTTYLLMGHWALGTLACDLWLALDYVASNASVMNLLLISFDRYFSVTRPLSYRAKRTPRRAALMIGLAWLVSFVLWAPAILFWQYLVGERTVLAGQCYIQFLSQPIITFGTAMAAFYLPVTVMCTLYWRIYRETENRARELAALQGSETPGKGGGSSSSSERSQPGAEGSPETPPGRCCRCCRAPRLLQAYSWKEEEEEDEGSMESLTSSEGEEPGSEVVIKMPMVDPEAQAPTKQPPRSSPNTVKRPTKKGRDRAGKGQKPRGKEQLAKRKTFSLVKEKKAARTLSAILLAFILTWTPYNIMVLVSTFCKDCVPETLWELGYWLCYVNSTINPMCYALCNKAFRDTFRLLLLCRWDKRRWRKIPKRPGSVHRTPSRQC
M1 ag parental: counter-screen for M1 agonists: effect in parental CHO-K1 cells; Fluo-8 calcium fluorescence; scaled to maximal ATP response, vehicle zero; activation, % at 3 µM; 360,000 compounds, 0.48% hits; AID 602248; in the data active = activation above about 15%;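 note: untransfected CHO-K1 host cells lacking M1 receptor as counterscreen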
CHO parental Ca: counter-screen: ATP calcium response change in parental CHO cells; parental CHO-K1, ATP-induced calcium, Fluo-8 fluorescence; 330,000 compounds, 0.63% hits; inhibition, % at 5.6 µM;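 active = inhibition above that plate's mean sample inhibition plus 3 SD, cut at about 26% in these data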;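 note: 0% = ATP-challenged DMSO wells and 100% = DMSO wells without ATP; some compounds past the cut are filed as inactive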
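material = parental CHO cells | also added = ATP as calcium-mobilizing challenge | dosing = single point at 5.6 µM | detection = intracellular calcium via Fluo-8 no-wash fluorescent dye | read-out = % inhibition | benchmarks = low control ATP plus DMSO, high control DMSO only | repeats = one well per compound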
CHO-K1 Ca PAM: counter-screen for M1 PAMs: effect in parental CHO-K1 cells | ATP EC20, Fluo-8 calcium fluorescence; 0% at ATP EC20, 100% at ATP max | activation, % at 3 µM | 360,000 compounds, 0.02% hits | AID 602247;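 active = activation above the run cutoff, the mean activation of all test compounds plus 3 SD, cut at about 40% in these data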;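 note: peak over basal fluorescence ratio in a 140 s read after ATP addition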
TAAR1 agonist: human TAAR1 agonism; CHO RD-HGA16 TAAR1, Fluo-8 calcium fluorescence; vehicle wells 0%, saturating PEA agonist 100%; Q96RJ0; activation, % at 3 µM; AID 624467; 360,000 compounds, 0.99% hits;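 active = activation above the mean activation of all test compounds in the run plus 3 SD, cut at about 38% in these data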
Target sequence (Q96RJ0 whole entry, looked up): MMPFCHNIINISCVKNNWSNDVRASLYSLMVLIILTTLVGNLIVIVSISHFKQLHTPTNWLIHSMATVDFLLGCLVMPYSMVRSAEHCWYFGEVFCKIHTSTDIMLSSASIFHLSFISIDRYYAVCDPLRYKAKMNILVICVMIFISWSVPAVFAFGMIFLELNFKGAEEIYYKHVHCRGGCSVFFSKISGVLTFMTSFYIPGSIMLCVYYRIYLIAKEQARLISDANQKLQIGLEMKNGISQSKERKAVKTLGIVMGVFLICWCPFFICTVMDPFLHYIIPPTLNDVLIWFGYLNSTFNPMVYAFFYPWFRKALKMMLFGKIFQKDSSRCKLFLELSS
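System: CHO RD-HGA16 cells carrying human TAAR1 plus Gα16; Incubation: 17-24 h seeding, 75 min 37 °C dye, 30 min RT; Measured by: Fluo-8 fluorescence, 5 s baseline then 140 s kinetic read; Control set: DMSO and PEA EC100; Replication: single well for each compound.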
CHO-K1 Ca antag: nonselective inhibitor or artifact in parental CHO-K1 cells. ATP-induced calcium, Fluo-8 fluorescence. inhibition, % at 3 µM. 360,000 compounds, 0.6% hits;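 active = inhibition above a per-plate cutoff, the plate's mean sample inhibition plus 3 SD, cut at about 24% in these data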;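 note: 0% = DMSO plus EC80 ATP and 100% = DMSO alone without ATP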
CHRM1 antagonist: antagonists of human M1 muscarinic receptor; P11229; CHO-K1 hM1, Fluo-8 calcium fluorescence, ACh EC80 antagonist; inhibition, % at 3 µM; 360,000 compounds, 1.3% hits; AID 588852;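 active = percent inhibition above its own plate's cutoff, namely the mean of that plate's compound wells plus 3 SD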;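 note: peak over basal fluorescence ratio during 140 s after agonist addition; 0% = ACh EC80 plus DMSO and 100% = DMSO alone without agonist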
TAAR1 antag: human TAAR1 antagonism; Q96RJ0; CHO RD-HGA16 TAAR1, Fluo-8 calcium fluorescence, antagonist; inhibition, % at 3 µM; 360,000 compounds, 1.5% hits;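 active = inhibition above a per-plate cutoff, the mean inhibition of test compounds on that plate plus 3 SD, cut at about 49% in these data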;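 note: 0% = DMSO plus EC80 beta-PEA response and 100% = DMSO alone without agonist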
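Test system: hTAAR1-expressing CHO RD-HGA16 cells, Gα16-coupled; Probe or stimulus: EC80 β-phenethylamine stimulus; Compound dosing: single nominal final test compound concentration of 3 µM; Timing: 140 s kinetic read after compound, 140 s after agonist; Signal: Fluo-8 calcium-sensitive fluorescence; Measure: % inhibition of agonist calcium response; Controls: DMSO and EC80 PEA controls.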
M1 ag: agonists of human M1 muscarinic receptor | CHO-K1 hM1, Fluo-8 calcium fluorescence, agonist mode; 0% DMSO, 100% acetylcholine EC100 | activation, % at 3 µM | 360,000 compounds, 0.33% hits;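 active = activation above the run's mean compound activation plus 3 SD, cut at about 16% in these data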;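 note: peak over basal fluorescence ratio within a 140 s kinetic read after compound addition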
Numbers without * were called inactive; . = no result given.

Each structure is followed by: CHRM1 PAM	M1 ag parental	CHO parental Ca	CHO-K1 Ca PAM	TAAR1 agonist	CHO-K1 Ca antag	CHRM1 antagonist	TAAR1 antag	M1 ag
CCn1cc(C(=O)NCCC(=O)OC)c(=O)c2cc3c(cc21)OCO3
    3	0.4	-12	3	4	-4	-2	-11	-3
CCOn1c(=O)c(-c2ccc(C)cc2)[n+]([O-])c2ccccc21
    18	0.1	-1	8	6	0	-18	2	-2
COc1ccc2[nH]cc(/C=C(/C#N)S(=O)(=O)c3ccccc3)c2c1
    -1	1.2	4	12	15	11	5	51*	0
Cc1ccc(NCc2nnc(SCC(=O)NCc3ccco3)n2CC2CCCO2)cc1Cl (stereo not drawn)
    4	0.1	-23	6	7	-13	1	8	-3
Cc1csc(N(C(=O)CCNC(=O)c2ccc([N+](=O)[O-])cc2)c2ccccc2)n1
    9	2.4	-9	12	9	3	-3	1	1
Cc1cc(C(=O)NC2CCCN(Cc3ccc(Cl)cc3)C2)no1 (stereo not drawn)
    -1	1.0	-17	27	-1	-12	-2	-20	-6
O=C(NCC1CCCO1)C1c2ccccc2C(=O)N1C1CCCCCC1 (stereo not drawn)
    3	0.4	-11	16	.	-11	-1	.	-4
Cc1cc2c(c(=O)o1)C(Cc1ccccc1)C(C#N)=C(N)O2 (stereo not drawn)
    1	0.7	-6	10	3	-11	-27	13	-1
COc1ccc(CNC(=O)[C@]2(C)CCC[C@@]3(C)C4CC[C@@]5(C)C[C@]4(CCC32)CC5=O)cc1 (stereo partly drawn)
    -3	1.4	-26	4	14	-10	3	49*	-5
CCCN1CCC(=O)N([C@H](CSc2ccc(C)cc2)Cc2ccccc2)CC1
    2	1.0	.	13	5	-10	-6	-1	-10
C=C1c2cc3c(cc2NC(=S)N1Cc1ccccc1)OCO3
    8	0.0	-11	8	1	-4	-18	-3	-4
NNc1cc([N+](=O)[O-])cc2c1C(=O)N(Cc1ccccc1)S2=O (stereo not drawn)
    7	0.8	-6	4	11	-6	-3	-4	1
COc1ccc(C(=O)/C=C/N2CCCCC2)cc1OC
    6	0.4	-16	20	3	-21	2	-13	0
O=C(Cn1cnc2c(cnn2-c2ccccc2)c1=O)Nc1cc(S(=O)(=O)N2CCOCC2)ccc1Cl
    2	3.8	-11	25	5	-6	-3	4	-11
COc1ccc(OCc2nn3c(-c4ccco4)nnc3s2)cc1
    -8	1.1	-11	-8	17	15	-11	10	0
CN(C)c1ccc(/C=N/Nc2nncc3ccccc23)cc1
    -1	1.1	-22	14	2	-3	3	-11	-7
Cc1csc(=Nc2ccccc2)n1CCO
    -6	0.4	-5	10	2	0	9	5	-12
O=C(Nc1ccc(NC(=O)C2CC2)nc1)c1ccccc1F
    8	0.8	-11	12	-1	-16	-9	-3	-5
Cc1c(C=O)c2ccccc2n1CC(=O)NC(C)c1ccccc1 (stereo not drawn)
    -4	1.6	-18	9	4	-14	1	10	7
O=C(CCS(=O)(=O)c1cccc2nsnc12)NCc1ccccc1
    8	0.3	-17	12	0	-7	-5	-12	-3
CC(NC(=O)/C=C/c1cnc2ccccc2n1)C12CC3CC(CC(C3)C1)C2 (stereo not drawn)
    5	1.9	-25	12	5	-2	0	7	-8
O=c1c2ccccc2oc2ccc(Oc3ccccc3)cc12
    0	0.1	-15	-2	6	-16	-1	-12	-3
Cc1nnc(SCC(=O)Nc2nccs2)[nH]c1=O
    7	0.6	1	17	7	-15	-9	12	-4
O=C(O)Cc1ccc(NC(=S)Nc2cccc(Cl)c2Cl)cc1
    10	0.0	6	24	0	-12	-11	-11	-8
CCCc1nnc(NC(=O)COC(=O)c2cc(C)nc3ccccc23)s1
    -3	2.1	-20	-4	11	-11	-13	0	3
O=C(O)CCC(=O)NNc1nc2ccccc2nc1-c1ccccc1
    -4	0.4	-8	-8	0	11	23	-24	1
CCC(C)Sc1nc2c(cnn2-c2ccc(F)cc2)c(=O)[nH]1 (stereo not drawn)
    9	0.7	-10	-4	1	-11	-10	-14	-3
C#CCOCCOCCOCCNc1nc(N2CCN(C(=O)[C@H](CCCCN)n3cc([C@@H](N)CO)nn3)CC2)nc(N2CCN(C(=O)[C@H](Cc3ccc(O)cc3)n3cc([C@@H](N)CC(C)C)nn3)CC2)n1
    6	0.7	-9	18	10	-15	-4	10	-10
O=C(CCCn1c(=S)[nH]c2cc3c(cc2c1=O)OCO3)NCCc1ccccc1Cl
    -1	0.0	-12	5	52*	0	1	-12	-4
COc1ccc(N2C(=O)C(CC(=O)Nc3ccccc3)N(CCc3ccc(OC)c(OC)c3)C2=O)cc1 (stereo not drawn)
    1	2.2	-20	18	5	-10	-2	8	-8
Nc1nc(SCc2ccc(Cl)cc2Cl)n[nH]1
    -6	0.5	-12	1	2	-9	9	4	-4
CCN(Cc1ccccc1)S(=O)(=O)c1ccc2c(c1)NC(=O)CC(=O)N2
    4	1.2	-7	20	13	-13	-2	-24	-1
O=C(NCCS(=O)(=O)N1CCN(c2ccccc2)CC1)C1CC1
    5	1.7	-3	16	0	-7	-3	-14	-2
CC1(C)CC(=O)N(CC(=O)O)c2ccccc2S1(=O)=O
    4	-0.2	3	3	0	3	-10	-12	-2
O=C(COC(=O)Cn1cnc2ccccc2c1=O)Nc1ccc(Cl)c(C(F)(F)F)c1
    -4	5.1	-19	14	27	-14	1	8	-3
Cc1ccc(S(=O)(=O)NCCC(=O)Nc2ccc(C)c(Cl)c2)cc1C
    3	3.0	-20	15	4	6	-3	-11	-6
COc1ccc(OC)c2c1sc(=NC(=O)C1CC1)n2C
    2	0.1	-24	11	-2	-9	4	-30	-5
CC(=O)Nc1ccc(S(=O)(=O)N2CCC(C(=O)NC3CC3)CC2)cc1
    9	-0.1	-10	-1	1	-5	-8	-15	-1
CN(C(=O)c1ccc(NC(=O)C2CCCN(C(=O)OC(C)(C)C)C2)cc1)C1CCCC1 (stereo not drawn)
    -10	1.0	-16	28	17	-18	3	7	-1
Cc1ccc(C)n1-c1sc2c(c1C(=O)O)CCCC2
    4	3.0	-1	16	0	-1	4	13	-4

Two records picked at random from those above, as already listed:
Each structure is followed by: CHRM1 PAM	M1 ag parental	CHO parental Ca	CHO-K1 Ca PAM	TAAR1 agonist	CHO-K1 Ca antag	CHRM1 antagonist	TAAR1 antag	M1 ag
O=C(COC(=O)Cn1cnc2ccccc2c1=O)Nc1ccc(Cl)c(C(F)(F)F)c1
    -4	5.1	-19	14	27	-14	1	8	-3
Cc1ccc(C)n1-c1sc2c(c1C(=O)O)CCCC2
    4	3.0	-1	16	0	-1	4	13	-4

The list goes on.
Each structure is followed by: CHRM1 PAM	M1 ag parental	CHO parental Ca	CHO-K1 Ca PAM	TAAR1 agonist	CHO-K1 Ca antag	CHRM1 antagonist	TAAR1 antag	M1 ag
Cc1ccccc1NC(=O)/C(C#N)=C/c1ccc[nH]1
    5	0.8	.	-1	1	1	-3	-16	-3
Cc1ccc(C2=NC3(CCCCC3)NC2=S)cc1
    -2	2.3	-10	27	1	-11	8	1	-7
Cc1cccc(C)c1NC(=O)CNC(=O)c1ccc(N2CCCC2=O)cc1
    3	0.6	4	-10	2	6	0	-18	-2
COC(=O)Cn1c2ccccc2c2nc3ccccc3nc21
    2	0.9	.	14	7	0	-8	-22	-5
Cn1c(=O)c(=O)n(C)c2cc(S(=O)(=O)Nc3ccc(OC(F)(F)F)cc3)ccc21
    4	1.4	-25	11	6	-25	-26	-9	1
CC(=O)N1CCc2ccc(S(=O)(=O)N3CCc4ccccc43)cc21
    -20	10	21	-17	12	13	35*	13	-3
O=C(O)c1cc(S(=O)(=O)N(Cc2ccccc2)c2ccccc2Cl)ccc1Cl
    2	0.1	4	0	4	-2	-3	11	-2
COC(=O)c1cn(C(=O)c2cc(C)cc(C)c2)c2ccccc12
    7	0.4	-12	9	3	-4	-5	-13	-5
Cc1ccccc1N=C1C(=O)Nc2ccccc21
    -4	0.0	.	-6	7	-12	1	-19	-3
CCC1(C)Cc2ccccc2-c2nc(NN)[nH]c(=O)c21 (stereo not drawn)
    19	-1.2	-9	-3	-2	2	-18	-12	1
Cn1c(CSCc2ccc(Cl)c(Cl)c2)nnc1SCC(=O)Nc1nccs1
    -6	1.2	-7	-1	40*	-5	0	62*	-2
COc1cc(C(=O)NC(CCSC)C(=O)Nc2ccc(N3CCOCC3)cc2)cc(OC)c1OC (stereo not drawn)
    12	0.1	.	-11	7	-1	-16	-22	-2
N#Cc1c(NC(=O)CN2CCCCC2)sc2c1CCC2
    -2	0.5	-3	20	10	-14	-25	10	0
Cc1ccc(S(=O)(=O)N(C)C)cc1NC(=O)COC(=O)COc1ccccc1[N+](=O)[O-]
    0	0.4	-15	2	2	2	1	16	-5
COc1ccccc1C(=O)COC(=O)Cc1c[nH]c2ccccc12
    15	1.9	-13	13	-1	-9	-19	-23	1
OC1COCOC1C(O)C1OCOCC1O (stereo not drawn)
    2	-0.2	.	6	3	-9	-1	-8	-1
CCc1cccc(CC)c1NC(=O)COc1ccccc1C(=O)c1cc(C#N)c(=O)n(C2CCCCC2)c1
    5	4.2	-20	23	4	-8	-3	-4	-3
Cc1ccc2[nH]c(=O)c(N3CCOCC3)c(-c3ccccc3)c2c1
    4	1.4	-13	-9	20	5	-2	-1	-1
O=P(Cc1cccc[n+]1[O-])(c1ccccc1)c1ccccc1
    4	0.3	-4	9	7	-21	-7	-10	-1
CCOc1ccc(CNC(=O)CCC(=O)n2nc(C)c3ccccc32)cc1
    2	0.6	-9	13	1	-10	-4	-31	-5
Cc1ccc(NC(=O)CC2SC(=NC3CCCCC3)NC2=O)cc1 (stereo not drawn)
    2	-0.7	-15	16	1	-3	0	-26	-7
CC1(C(=O)NS(=O)(=O)C2CC2)CCCN(C(=O)CSc2ccccc2)C1 (stereo not drawn)
    6	0.3	.	3	4	-5	-10	-38	-3
CC(=O)n1cc(C2C(=O)CC(C)(C)CC2=O)c2ccccc21
    -6	0.5	-7	7	16	-5	8	0	-2
CCOC(=O)c1ccc(CNC(=O)CSc2nnc(-c3ccncc3)o2)cc1
    7	0.1	-15	3	1	-7	-2	-11	-5
CCCn1cnc2sc(C(N)=O)c(C)c2c1=O
    6	0.8	-11	20	5	-16	-1	-9	-3
CC(=O)Nc1nc(C)c(-c2csc(Nc3cccc([N+](=O)[O-])c3)n2)s1
    -1	3.8	-5	-12	9	-1	14	34	3
COc1cc(Br)cc(C(=O)N2CCc3ccccc32)c1OC
    4	-1.0	.	10	-2	-17	-10	-3	-8
COc1ccc(N2C(=O)/C(=C/N(C)C)NC2=S)cc1
    12	0.7	5	19	4	-15	-8	6	-5
